Dicer inh: inhibitors of Dicer pre-microRNA processing, primary screen, biochemical, cat-ELCCA, chemiluminescence; Endoribonuclease Dicer (Homo sapiens), Q9UPY3; cat-ELCCA pre-miR-21 Dicer processing; hits give high values; z-score at 25 µM; actives 6% (n = 47,000); in the data active = z-score above about 3, passing the limit was not always enough;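 note: plate controls were vehicle for no effect and no enzyme for full effect; higher signal means more uncleaved substrate so more Dicer inhibition; strong numbers were not always called active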
Target sequence (Q9UPY3 whole entry, looked up): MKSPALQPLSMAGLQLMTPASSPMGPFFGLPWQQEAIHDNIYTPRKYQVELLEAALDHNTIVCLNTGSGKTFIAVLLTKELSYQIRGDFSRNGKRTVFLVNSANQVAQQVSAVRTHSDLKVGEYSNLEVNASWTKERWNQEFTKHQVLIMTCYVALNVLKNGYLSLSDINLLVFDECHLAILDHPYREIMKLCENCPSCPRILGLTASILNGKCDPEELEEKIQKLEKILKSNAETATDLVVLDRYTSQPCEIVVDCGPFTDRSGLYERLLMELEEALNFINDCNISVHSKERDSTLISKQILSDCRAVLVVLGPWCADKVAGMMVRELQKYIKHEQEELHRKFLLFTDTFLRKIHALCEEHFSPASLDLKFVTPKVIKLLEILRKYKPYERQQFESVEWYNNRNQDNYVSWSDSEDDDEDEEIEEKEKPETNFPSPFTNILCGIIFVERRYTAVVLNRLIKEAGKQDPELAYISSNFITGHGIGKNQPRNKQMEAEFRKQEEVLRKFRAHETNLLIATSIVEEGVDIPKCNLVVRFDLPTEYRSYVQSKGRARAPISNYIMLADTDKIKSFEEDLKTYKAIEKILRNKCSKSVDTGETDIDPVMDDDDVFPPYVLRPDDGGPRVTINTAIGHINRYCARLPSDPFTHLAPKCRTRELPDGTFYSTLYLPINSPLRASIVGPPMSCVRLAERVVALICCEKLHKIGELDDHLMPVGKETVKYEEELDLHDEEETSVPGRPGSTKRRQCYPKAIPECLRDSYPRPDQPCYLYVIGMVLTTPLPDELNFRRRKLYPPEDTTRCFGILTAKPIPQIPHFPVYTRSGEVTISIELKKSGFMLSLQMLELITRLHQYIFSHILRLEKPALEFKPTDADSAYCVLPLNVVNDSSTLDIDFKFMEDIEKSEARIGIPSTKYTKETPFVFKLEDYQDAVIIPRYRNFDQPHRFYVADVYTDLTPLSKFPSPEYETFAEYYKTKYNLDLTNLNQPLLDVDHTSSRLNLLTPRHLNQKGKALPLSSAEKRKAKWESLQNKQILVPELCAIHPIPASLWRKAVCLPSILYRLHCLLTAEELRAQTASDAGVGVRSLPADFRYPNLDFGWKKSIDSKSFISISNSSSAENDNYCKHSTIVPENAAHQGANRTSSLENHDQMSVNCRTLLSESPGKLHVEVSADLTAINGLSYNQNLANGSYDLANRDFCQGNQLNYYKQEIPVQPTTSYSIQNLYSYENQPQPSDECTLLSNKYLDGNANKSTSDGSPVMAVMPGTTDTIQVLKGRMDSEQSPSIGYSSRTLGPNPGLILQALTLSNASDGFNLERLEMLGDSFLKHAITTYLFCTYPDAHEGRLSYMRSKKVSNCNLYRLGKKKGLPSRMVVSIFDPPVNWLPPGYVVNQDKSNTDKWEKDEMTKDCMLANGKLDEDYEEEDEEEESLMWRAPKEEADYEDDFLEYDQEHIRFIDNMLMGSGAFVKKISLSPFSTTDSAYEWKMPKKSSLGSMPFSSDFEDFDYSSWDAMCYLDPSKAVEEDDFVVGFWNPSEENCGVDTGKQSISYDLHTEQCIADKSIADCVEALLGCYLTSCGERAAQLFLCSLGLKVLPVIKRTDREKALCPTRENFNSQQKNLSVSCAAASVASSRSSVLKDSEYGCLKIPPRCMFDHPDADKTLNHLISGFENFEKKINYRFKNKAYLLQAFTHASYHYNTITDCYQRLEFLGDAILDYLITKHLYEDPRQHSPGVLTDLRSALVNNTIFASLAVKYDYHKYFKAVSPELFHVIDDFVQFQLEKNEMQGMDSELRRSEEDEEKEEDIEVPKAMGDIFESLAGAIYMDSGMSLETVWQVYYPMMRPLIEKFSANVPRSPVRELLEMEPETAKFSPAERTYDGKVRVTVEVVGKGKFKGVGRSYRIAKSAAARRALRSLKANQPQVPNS
* = called active by the depositor.

SMILES	Dicer inh
Cc1cc(C)c2c(C)nn(-c3ccc(C)c(C)c3)c2n1	-3.5
O=C(Nc1ccccc1)OCC(CN1CCCCC1)OC(=O)Nc1ccccc1 (configuration not stated)	0.64
O=C1c2ccccc2-c2c1cccc2C(=O)N1CCOCC1	0.53
CCOC(=O)c1cc(-c2ccccc2)sc1NC(=O)CN1CCc2ccccc21	0
Cn1nc(-c2ccc(Cl)cc2)cc1NS(=O)(=O)c1ccc(F)cc1	0.12
O=C(NNC(=S)NC1CC2C=CC1C2)c1cccnc1 (configuration not stated)	-0.74
CNc1nc2c(c(=O)[nH]c(=O)n2C)n1CC(O)COc1ccc(Cl)cc1 (configuration not stated)	0.09
CN(C)C(=S)SCc1ccccc1C(=O)Oc1c(Cl)cccc1Cl	3.6*
O=C(CN1C2=NCCCN2c2ccccc21)c1ccccc1	11
COC(=O)C1=NN(c2ccccc2)C(=O)/C1=C\N(C)C	0.53
CCOCCOC(=O)C1=C(C)NC2=C(C(=O)CC(c3cccs3)C2)C1c1ccc(OC)c(O)c1 (configuration not stated)	-0.96
CCCNC(=S)N1CCC(C(=O)c2ccc(C)cc2)CC1	-0.7
CCC1CCc2c(sc(NC(=O)CCCC(=O)O)c2C(N)=O)C1 (configuration not stated)	0.38
COc1cc(SC)ccc1C(=O)N1CCC(Cc2ccccc2)CC1	-0.96
O=C1CSC(=Nc2ccccc2F)N1c1ccccc1F	-0.25
CCc1n(CC(O)COc2ccc(C)cc2)c2ccccc2[n+]1C (configuration not stated)	-0.72
COc1nc(NS(=O)(=O)c2ccc(C)cc2)nc(C)c1Cl	-0.17
CC(=O)Nc1cc(-c2sc3ccc(Cl)cc3c2C)[nH]n1	1.4
Cc1ccc(S(=O)(=O)Nc2cc(Cl)c3oc4c(c3c2)C(=O)CCC4)c(C)c1	3.1*
CCN(CC)CC(O)COc1cc(C(F)(F)F)ccn1 (configuration not stated)	-0.45
CCCCCOC(=O)C1=C(C)NC2=C(C(=O)CCC2)C1c1cc(Cl)c(O)c(OC)c1 (configuration not stated)	-0.58
Cc1ccc(S(=O)(=O)Cc2csc(N3CCOCC3)n2)cc1	1.1
COc1ccc(-c2c(C(F)(F)F)nn(C)c2NC(C)=O)cc1	-0.62
Cc1nc(-c2cc(C#N)c(Sc3cccc(C(F)(F)F)c3)nc2C)cs1	-0.87
Cc1ccc2cccc(OS(=O)(=O)c3cc(Cl)cc(Cl)c3)c2n1	-2.3
CN1C2=NCCN2C(=O)c2ccccc21	-0.69
N=C(N)SCc1cc2ccccc2o1	3.2*
COc1cc2nc(-c3cccc(C)c3)oc(=O)c2cc1OC	1.7
CCCCCOC(=O)C1=C(C)NC2=C(C(=O)CC(C)(C)C2)C1c1ccc(O)c(OCC)c1 (configuration not stated)	-0.48
C=CCOC(=O)c1sc(N2C(=O)c3oc4ccc(F)cc4c(=O)c3C2c2ccc(O)cc2)nc1C (configuration not stated)	2.6
O=C(O)c1cn(CCOc2ccccc2Cl)c2ccccc12	2.5
CCOc1ccc2nc(Nc3nc(O)cc(=O)[nH]3)nc(C)c2c1	2.8
Cc1ccc(N2C(=O)C3C(c4ccccc4)OC4(C(=O)c5ccccc5C4=O)C3C2=O)cc1Cl (configuration not stated)	-0.12
CCOC(=O)c1cnc(SCc2ccc(Cl)cc2)nc1C(F)(F)F	1
O=C(CC1Sc2ccccc2NC1=O)Nc1ccc(N2CCOCC2)cc1 (configuration not stated)	2.1
Nc1cc(=O)n(Cc2ccccc2)c(=O)n1-c1ccccc1	0.82
O=C1c2cccc3cccc(c23)N1Cc1c(O)ccc2ccccc12	0.53
O=C1C(=O)N2C(=C1C(=O)N1CCCCC1)c1ccccc1CC21CCCC1	-0.81
O=C1CC(c2ccc(Cl)cc2)CC2=C1C(c1cccnc1)n1c(nc3ccccc31)N2 (configuration not stated)	-0.56
C/C(=N\NC(=S)NC(C)(C)C)c1cc(F)ccc1O	1.1
CCCc1nnc(NC(=O)Cn2c(=O)sc3ccccc32)s1	0.79
Cn1nc(C(C)(C)C)cc1NC(=O)Nc1cc(Cl)cc(Cl)c1	-0.39
S=c1[nH]cc(-c2ccc(Br)cc2)[nH]1	-1.7
COC(=O)c1ccc(CSc2ccccc2NC(=S)Nc2cccc(C(F)(F)F)c2)o1	4.4*
C=C(C)Cn1c(C2CC(=O)N(c3ccc(OCC)cc3)C2)nc2ccccc21 (configuration not stated)	2.2
O=C(CSc1nc2c(Cl)cc(Cl)cc2s1)Nc1ccc(Cl)cc1	-0.89
N#Cc1c(-c2ccccc2)cc(Nc2ccc(Cl)cc2)n2c1nc1ccccc12	1.4
Cc1cccc(Cn2c(CCCO)nc3ccccc32)c1	-0.37
COc1ccc(C2CC(=O)C3=C(C2)NC(C)=C(C(=O)OCC(C)C)C3c2ccc(F)cc2)cc1 (configuration not stated)	5.2
Fc1cccc(Cl)c1CSc1ccccc1Br	-0.23
Cc1ccc(C(=O)NC2(NCCc3ccc(Cl)cc3)C(=O)c3ccccc3C2=O)cc1	1.8
Cc1nc2ccc(F)cc2c2c1CCS2	1.1
O=C(Nc1cccnc1)c1cc2c(s1)-c1ccccc1CC2	1.2
Cc1cc(C(=O)O)c(C)n1-c1ccc(Cl)cc1	1.3
O=C(Cn1nnc(-c2cc(Cl)cc(Cl)c2)n1)c1ccc2ccccc2c1	-0.53
Cc1ccc2c(c1)CCCN2C(=O)CC(=O)N1CCCc2cc(C)ccc21	-1.2
O=C1C(C2=NC(c3ccccn3)C3C(=O)N(c4ccc(Cl)cc4)C(=O)C23)=C(O)c2ccccc21 (configuration not stated)	1.1
N#CC1=C2N=C(N)c3ccccc3N2C2=C(C(=O)CCC2)C1c1ccccc1F (configuration not stated)	-0.52
COc1ccc(C=NCCc2cccs2)c(O)c1	2.3
COc1ccc(C=Nc2cccc(NC(=O)c3ccccc3O)c2)cc1	1.9
Going on with the list.
SMILES	Dicer inh
Cc1cc(C)c2cc(C(=O)Nc3ccc(Br)c(C)n3)[nH]c2c1	-3.1
CCOc1ccc(Cl)cc1S(=O)(=O)n1cc(C)nc1CC	-2.5
CCSc1nnc2c(n1)OC(c1ccc(O)c(O)c1)Nc1ccccc1-2 (configuration not stated)	2.3
O=[N+]([O-])c1ccc(SC2=NCCN2)c(Cl)c1	-0.25
Nc1ccc2nc(-c3ccccc3)oc2c1	4*
CN(C)c1oc(-c2ccc(Cl)cc2)nc1C#N	-1.7
COc1cc(C2CC(=O)Nc3nc(N)[nH]c(=O)c32)ccc1O (configuration not stated)	-0.57
Nc1ncnc2nc(SCc3ccc4nsnc4c3)[nH]c12	-2
O=C(C1CC1)N1CCN(c2ccc([N+](=O)[O-])cc2-n2cccc2)CC1	-0.17
O=[N+]([O-])c1ccc(C2OCCO2)s1	-0.62
C=C(C)CC(Nc1ccc(F)cc1)c1ccco1 (configuration not stated)	0.5
Cc1nc(NC2=NCN(C(C)C)CN2)nc2ccccc12	-0.06
CCCc1cc(=O)[nH]c(SCc2ccc(Cl)cc2)n1	-3.5
CC1=C(C(=O)OCCOc2ccccc2)C(c2ccc3c(c2)OCO3)C2=C(CC(C)(C)CC2=O)N1 (configuration not stated)	2.1
C=CCOC(=O)C1=C(C)NC2=C(C(=O)CC(C)(C)C2)C1c1cc(Cl)c(O)c(OC)c1 (configuration not stated)	-0.7
NS(=O)(=O)c1cc([N+](=O)[O-])c(Sc2ccc(Cl)cc2)s1	-8.4
O=C(Nc1nc2ccccc2s1)c1cc2ccccc2o1	0.8
CCOC(=O)c1ccc(N2C(=O)C3CC=C(C)CC3C2=O)cc1 (configuration not stated)	2.4
CCNc1nc2[nH]c(=O)cc(O)c2s1	-2.9
S=c1nn[nH]n1CCc1ccc(Cl)cc1	24
COc1ccc(Cn2c(=O)c3[nH]cnc3n(-c3cc(S(C)=O)ccc3C)c2=O)cc1 (configuration not stated)	-0.71
Cn1c(=O)c2c(nc(NCCc3ccccc3)n2C)n(C)c1=O	1.1
Cc1ccnc(SCn2c(=S)sc3ccccc32)n1	-3.7
O=C(COc1ccc(Cl)cc1)Nc1nccs1	-0.38
Cc1nc2n[nH]c(N)c2c(C)c1[N+](=O)[O-]	-0.6
O=C1CC(c2ccc(F)cc2)Cc2nc(N3CCN(c4ccccc4)CC3)ncc21 (configuration not stated)	1.4
Cc1nc(C)n(C)c(=O)c1-c1ccccc1	-0.31
COCCn1c2c(c(=O)[nH]c1=O)C(c1ccccc1)C1=C(N2)c2ccccc2C1=O (configuration not stated)	-3.1
CCSC1=C(C#N)C(=O)NC(C(C)C)S1 (configuration not stated)	-1.5
COc1ccc2cccc3c2c1C=CC3=O	4.2*
FC(F)(F)c1ccccc1-n1ccnc1	-0.33
Cc1ccccc1C(=O)Nc1nc2c(Br)cc(Br)cc2c(=O)s1	0.94
O=C1C(Cl)=C(c2ccccc2)N(c2ccccc2)C(=O)C1(F)c1ccccc1 (configuration not stated)	0.77
CC(=O)OC(OC(C)=O)c1ccc(S(C)(=O)=O)cc1	0.18
CC(C)(C)NCc1nc(-c2ccccc2)no1	-0.8
CC(C)(C)c1ccc(OCc2nc(-c3cccnc3)no2)cc1	-1.1
O=C(OCc1ccccc1)C1=NNC2(CC(=O)N(c3cccc(Br)c3)C2=O)C1 (configuration not stated)	0.72
CSc1nc(C)cc(Oc2ccc(OCCOc3ccccc3)nn2)n1	-1
Cc1ccc(-c2cn3cccc(OCc4ccc(Cl)c(Cl)c4)c3n2)cc1	-0.91
O=[N+]([O-])c1cc(Cl)ccc1Sc1ccccc1	-0.25
COc1ccc(S(=O)(=O)n2ccnc2)cc1C(C)(C)C	-0.99
Cc1cc(CN2CC(C)CC(C)C2)cc(C)c1O (configuration not stated)	-0.71
CC(C)OC(=O)c1cc2ccccc2c(=O)s1	-0.39
COC(=O)CN(C#N)c1nc(C)cc(C)n1	6.7*
CC1CN=C(N(C(=O)Nc2cccc(Cl)c2)C2CCCCC2)S1 (configuration not stated)	-0.67
CCCCCc1ccc(C(=O)NN)cc1	-0.57
O=C(Oc1ccc(Cl)cc1Cl)c1cc(-c2ccccc2)c(C(F)(F)F)s1	1.9
CCOC(=O)/C(C)=N/Nc1ccc(F)cc1F	-0.65
COC(=O)c1cc(=O)n2c(-c3ccccc3)nnc2s1	-0.52
Cc1c(Br)c([N+](=O)[O-])nn1CC(=O)NCCCn1ccnc1	-0.68
Cc1n[nH]c(C)c1CCCCCOc1ccccc1F	-0.14
CN(C)C(=S)SCC(=O)c1ccc(Cl)cc1	4.9*
Cc1nn2c3c(cnc2c1-c1ccc(Cl)cc1)C(=O)CCC3	0.82
Cc1ccc(-n2nnnc2/C=C/N2CCOCC2)cc1	-1.2
O/N=C(\c1ccccc1)C1CC2CCC1CC2 (configuration not stated)	-0.02
Cc1cc(C)c2c(n1)sc1c(=O)n(N)c(C)nc12	-2.1
CCCCCOC(=O)C1=C(C)NC2=C(C(=O)CC(C)(C)C2)C1c1ccc2c(c1)OCO2 (configuration not stated)	-1.1
COc1ccc2cc(C(C)C(=O)O)ccc2c1 (configuration not stated)	-0.66
CN(C(=O)Nc1ccc(Cl)cc1)c1c2c(nn1C)CCCC2	-0.25
COCCCn1c(=O)cc(C)[nH]c1=S	0.88
(list continues)
SMILES	Dicer inh
c1ccc2c(c1)nc(NCc1ccncc1)n2CCN1CCCCC1	2.6
CCN1CCN(C(=O)N[C@@H](C(=O)N[C@@H]2C(=O)N3C(C(=O)O)=C(CSc4nnnn4C)CS[C@H]23)c2ccc(O)cc2)C(=O)C1=O	0.17
NC(=O)CN1C(=O)C(O)(CC(=O)c2cccnc2)c2ccccc21 (configuration not stated)	-0.13
O=[N+]([O-])c1ccc(NCc2ccncc2)nc1	0.51
NC(=O)CSc1nc2ccc(Cl)cc2s1	-1.4
CCOC(=O)CN(C(=O)COc1nc(C)cc(C)c1C#N)c1ccc(F)cc1	-0.74
CN(CCC#N)C(=S)Nc1ccc(F)cc1	-1.1
CSc1scc(Cl)c1S(=O)(=O)C(C)C	14*
CCn1c(NCc2cc(Cl)ccc2O)nc2ccccc21	3*
COc1ccc(OC)c(C(c2c(C)[nH][nH]c2=O)c2c(C)[nH][nH]c2=O)c1	-7.5
CCOc1ccc(N2C(=O)CC(Nc3ccc(N4CCOCC4)cc3)C2=O)cc1 (configuration not stated)	-1.2
Cc1ccc(C(=O)Nc2cc3c(oc2=O)CC(C)(C)CC3=O)cc1	-1.4

Some of the compounds tested; the hit share may differ from the screen's.
